PvdQ inh: blocks Pseudomonas aeruginosa PvdQ acylase activity; purified PvdQ acylase, fluorescence plate reader; inhibition, % at 10 µM; 340,000 tested, 0.063% active; AID 488965; in the data active means inhibition above about 30%, passing the limit was not always enough;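 further: 0% = vehicle neutral wells and 100% = reference inhibitor wells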
Tat export inh: inhibitors of E. coli Tat protein transport; E. coli MC4100 TorA-mCherry Tat export, fluorescence; inhibition, % at 10 µM; 340,000 tested, 0.036% active; AID 488895;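 active means mean replicate inhibition at least 50% and at least half of replicates individually reaching 50%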;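 further: exported cargo escapes ClpAP degradation while cytoplasmic cargo is degraded and loses fluorescence; 0% = median of neutral control wells and 100% = median of NaSCN control wells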
E coli growth: counter-screen for AddAB inhibitors: E. coli growth inhibition; E. coli V3065 growth, OD600 absorbance, 18 h; inhibition, % at 11.9 µM; 330,000 tested, 0.27% active; AID 449728;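 active means inhibition above the campaign's mean inhibition across all tested compounds plus 3 SD, cut at about 9.9% in these data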;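 further: uninfected addAB+ strain grown without phage in ampicillin broth; 0% = DMSO wells and 100% = ciprofloxacin 0.95 µg/ml wells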
Rtt109 HAT inh: C. albicans Rtt109 histone acetyltransferase inhibition. Q5AAJ8. purified Rtt109/Vps75, ThioGlo CoA-SH fluorescence, 4 h. inhibition, % at 34.9 µM. 330,000 tested, 0.16% active. AID 540336;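 active means inhibition of at least 50% in every replicate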
Target sequence (Q5AAJ8 whole entry, looked up): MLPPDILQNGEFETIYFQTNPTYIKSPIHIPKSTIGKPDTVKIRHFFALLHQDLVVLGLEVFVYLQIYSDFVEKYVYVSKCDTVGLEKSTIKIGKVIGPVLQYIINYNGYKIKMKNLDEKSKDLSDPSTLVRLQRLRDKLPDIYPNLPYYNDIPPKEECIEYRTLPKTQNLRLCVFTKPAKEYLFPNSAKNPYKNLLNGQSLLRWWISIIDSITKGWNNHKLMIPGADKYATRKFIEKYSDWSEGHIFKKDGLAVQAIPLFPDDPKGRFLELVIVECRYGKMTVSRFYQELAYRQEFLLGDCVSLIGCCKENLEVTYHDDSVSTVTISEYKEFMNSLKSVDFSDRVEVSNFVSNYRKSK
AddAB inh: less growth of phage-infected E. coli with AddAB. AID 435030. E. coli expressing H. pylori AddAB, absorbance growth. inhibition, % at 11.9 µM. 330,000 tested, 0.29% active; in the data active means inhibition above about 12%;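 further: 0% = vehicle wells of infected cells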
DAGLB inhibitor: diacylglycerol lipase beta (human) inhibition; HEK293T DAGLB membrane lysate, EnzChek fluorogenic substrate; inhibition, % at 5.17 µM; 340,000 tested, 0.059% active; Q8NCG7; in the data active means inhibition above about 34%;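 further: 0% = enzyme with vehicle and 100% = wells lacking enzyme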
Target sequence (Q8NCG7 whole entry, looked up): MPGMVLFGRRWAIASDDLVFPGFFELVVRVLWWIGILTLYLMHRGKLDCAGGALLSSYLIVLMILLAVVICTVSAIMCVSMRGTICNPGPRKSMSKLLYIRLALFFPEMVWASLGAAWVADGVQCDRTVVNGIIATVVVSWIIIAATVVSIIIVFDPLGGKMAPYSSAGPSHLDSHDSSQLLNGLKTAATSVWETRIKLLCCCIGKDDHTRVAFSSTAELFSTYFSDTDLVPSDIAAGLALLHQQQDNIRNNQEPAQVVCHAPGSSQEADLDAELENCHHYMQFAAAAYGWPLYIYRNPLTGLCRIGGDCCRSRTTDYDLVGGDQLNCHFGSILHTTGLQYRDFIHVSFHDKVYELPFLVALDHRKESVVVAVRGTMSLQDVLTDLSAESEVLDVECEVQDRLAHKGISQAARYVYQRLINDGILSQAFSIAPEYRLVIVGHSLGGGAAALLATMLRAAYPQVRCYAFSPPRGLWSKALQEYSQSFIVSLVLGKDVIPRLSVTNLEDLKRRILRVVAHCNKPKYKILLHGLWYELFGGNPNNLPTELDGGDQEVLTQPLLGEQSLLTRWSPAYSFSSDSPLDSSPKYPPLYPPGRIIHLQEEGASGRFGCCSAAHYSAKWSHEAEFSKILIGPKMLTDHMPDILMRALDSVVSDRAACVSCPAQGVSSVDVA
Wnt bcat act: activators of Wnt/beta-catenin signaling; 300,000 tested, 1.2% active; activation, % at 9.35 µM; AID 743398; Wnt/beta-catenin reporter cell assay, activator, plate reader; in the data active means activation above about 30%, passing the limit was not always enough;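 further: 0% = neutral control wells and 100% = positive control wells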
PfHsp90 yeast 2: growth inhibition of yeast expressing Plasmodium Hsp90; S. cerevisiae expressing PfHsp90, BacTiter-Glo ATP, 48 h; yeast lacking PDR1 and PDR3 efflux regulators; inhibition, % at 9.4 µM; 310,000 tested, 0.32% active;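 active means every replicate shows inhibition above about 80%, whatever the replicate mean, limit read from the data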;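 further: 0% = DMSO neutral controls and 100% = 20 µM radicicol positive controls; yeast relying on Plasmodium falciparum Hsp90 in place of its own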
phage Ecoli inh: E. coli growth loss with phage present | growth absorbance | inhibition, % at 11.9 µM | 360,000 tested, 0.26% active | AID 651602; in the data active means inhibition above about 11%
CAL PDZ inh: human CAL PDZ-peptide interaction inhibition; Q9HD26; purified CAL PDZ, TMR-peptide fluorescence polarization, 1 h; inhibition, % at 20 µM; 330,000 tested, 0.02% active;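 active means highest replicate inhibition of at least 40%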;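 further: plate controls were DMSO neutral control wells for no effect and unlabeled competitor peptide control wells for full effect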
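System: purified tagged CAL PDZ domain construct (CerCALP). Schedule: 1 h incubation at room temperature before polarization reading. Medium: 25 mM sodium phosphate pH 7.4, 150 mM NaCl, TCEP, IgG, Thesit. Read-out: percent inhibition from loss of millipolarization. Measured by: FP readout, S and P plane fluorescence. Probe or stimulus: fluorescent TMR peptide probe.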
The depositor's hits bear a star; / = no result given.

SMILES | PvdQ inh | Tat export inh | E coli growth | Rtt109 HAT inh | AddAB inh | DAGLB inhibitor | Wnt bcat act | PfHsp90 yeast 2 | phage Ecoli inh | CAL PDZ inh
O=C(CN1CCN(S(=O)(=O)c2ccc(F)cc2)CC1)Nc1cccc(C(F)(F)F)c1 | 4 | -3 | 0.3 | 0 | 2.8 | -6 | -6 | 3 | 1.8 | -0.6
CC1CCN(C(=O)Cn2nnnc2CN2CCOCC2)CC1 | -2 | -4 | 0.5 | 9 | 1.9 | 1 | 4 | 4 | 3.2 | -1.2
Cc1cccc(C)c1NC(=O)C(c1ccc([N+](=O)[O-])cc1)N1CCCCC1 (stereo unspecified) | 6 | 2 | -2.8 | 5 | -0.2 | -4 | / | / | 1.9 | -1.2
Cc1csc2c(N3CCN(C(=S)Nc4ccc(C(F)(F)F)cc4)CC3)ncnc12 | 16 | 8 | 0.7 | 7 | 4.0 | -7 | -1 | -5 | 1.2 | -0.6
O=C(c1ccc(O)c(Br)c1)c1cc(Br)ccc1O | -11 | -6 | / | 2 | / | -2 | -3 | / | 11 | -0.5
CC(C)COC(=O)/C(C#N)=C/c1c[nH]c2ccccc12 | 8 | 0 | -1.9 | 0 | 0.6 | -8 | 11 | 2 | 2.4 | -0.4
COc1ccc(CNC(=O)C2CCN(C(=O)N(C)C)CC2)c(OC)c1 | 0 | -3 | 1.3 | 9 | 1.1 | 3 | 2 | 24 | / | -2.4
O=C(C[n+]1ccc(C(=O)NCCCO)cc1)c1cccc(Br)c1 | -11 | 1 | 0.5 | 5 | 3.5 | -1 | 1 | 5 | 2.0 | -0.1
O=C(Nc1ccccc1N1CCN(c2ccccc2)CC1)c1ccccc1 | -6 | 4 | 2.4 | 2 | 5.9 | -16 | 42* | -17 | 1.8 | 0.1
O=c1c2ccccc2c2c(O)nc(-c3ccccc3)n2n1Cc1ccccc1 | 5 | 6 | -1.7 | -7 | 1.1 | -4 | / | -2 | 1.9 | -1.0
CCSc1nc2ccc(N3C(=O)C4C5C=CC(C5)C4C3=O)cc2s1 (stereo unspecified) | -9 | 1 | -1.2 | -28 | 3.4 | 0 | -1 | 11 | -0.9 | -2.6
CCOc1ccccc1C(=O)NCC(=O)NNC(=O)c1cccs1 | -8 | -4 | 0.1 | -6 | 3.4 | -2 | 2 | 6 | -0.6 | -0.4
COC(=O)c1sc(NC(=O)COc2ccc(OC)cc2)nc1C | -4 | 3 | -0.2 | -6 | 1.8 | -13 | / | -15 | 1.9 | -1.4
Cc1ccc(NS(=O)(=O)c2ccc(NC(=O)c3cccs3)cc2)cc1 | -8 | 5 | 3.6 | -1 | 0.9 | 0 | / | 14 | 1.2 | -0.4
CCOc1ccccc1OCC(=O)Nc1nnc(COC)s1 | 4 | -5 | -1.7 | / | 1.9 | -2 | -2 | / | 0.6 | -1.0
COc1ccccc1NC(=O)CN1CCN(CC(=O)Nc2cc(NC(C)=O)ccc2OC)CC1 | -6 | 2 | 0.0 | 5 | -0.9 | 2 | -2 | 13 | 1.9 | /
CC(C)[C@H](NC(=O)C1CCN(S(=O)(=O)c2ccccc2)CC1)C(=O)NCc1ccco1 | -21 | -7 | -0.9 | -2 | 0.4 | -4 | -1 | 20 | -0.9 | -2.8
O=C(C(c1ccccc1)C(O)(c1ccccc1)c1ccccc1)N1CCOCC1 (stereo unspecified) | 5 | -3 | / | 39 | / | -2 | -1 | -11 | 4.6 | -0.1
S=c1[nH]nc(Nc2cccc3ccccc23)s1 | -11 | -6 | -0.2 | -6 | 1.9 | / | 2 | -16 | 2.4 | -1.2
NC(=O)C1CCN(c2nc(-c3ccc4ccccc4c3)cs2)CC1 | 5 | 9 | -3.2 | -5 | -2.6 | -2 | 7 | 8 | 0.6 | 0.8
O=C(OC(C(=O)NC1CCCC1)c1ccccn1)c1cccs1 (stereo unspecified) | -18 | -1 | -1.4 | -3 | 0.3 | 2 | / | 58 | 2.0 | -1.6
NC(=O)c1cc2ccccc2o/c1=N/NC(=O)c1cccc(F)c1 | -14 | -7 | -1.0 | 5 | 0.2 | -3 | 1 | 22 | -1.1 | 0.1
O=C1CN(C(=S)NC(=O)c2ccccc2[N+](=O)[O-])CCN1 | 10 | -3 | 2.1 | 0 | 4.5 | -2 | -3 | -15 | 1.4 | -2.0
COc1cccc2c(=O)c3ccoc3n(C)c12 | 5 | -1 | 2.0 | 9 | 3.0 | -1 | 2 | -1 | -0.5 | 0.4
CCOc1ccccc1N1CCN(c2nc3ccccc3nc2C(C#N)C(=O)OC)CC1 (stereo unspecified) | -11 | 0 | -1.0 | -6 | 3.5 | 3 | / | 2 | -0.2 | -1.3
CN(C)c1ccc(NC(=O)CSc2nc3ccccc3c(=O)n2CC2CCCO2)cc1 (stereo unspecified) | 0 | 0 | 1.1 | -19 | -0.1 | -1 | -1 | 3 | 0.9 | -3.0
COc1cc(CCC(=O)N2CCN(S(=O)(=O)c3ccc(C)c(C)c3)CC2)cc(OC)c1OC | -13 | -6 | -0.2 | -3 | -2.1 | -1 | 0 | -2 | / | 1.2
OCCN1CCN(CCCN2c3ccccc3Sc3ccc(C(F)(F)F)cc32)CC1 | -13 | -9 | -0.9 | -3 | -1.4 | 5 | -10 | 11 | 1.3 | 0.9
COc1ccc([N+](=O)[O-])cc1NC(=O)C(C)OC(=O)CSC(C)C(=O)Nc1cc(C)on1 (stereo unspecified) | -21 | 4 | 1.2 | 10 | 1.2 | 5 | 0 | / | 0.2 | -2.4
O=C(NCCc1ccco1)C(=O)NCC1OCCCN1S(=O)(=O)c1ccc(Cl)cc1 (stereo unspecified) | -12 | 8 | -1.1 | -1 | 1.4 | -3 | 0 | 3 | -0.1 | -0.6
CCOC(=O)Cc1csc(NC(=O)c2ccc(S(=O)(=O)N(CCOC)CCOC)cc2)n1 | 4 | 1 | -2.4 | -3 | 4.2 | -3 | 37* | -1 | 3.9 | -0.3
CC(C)Cn1c(N)c(C(=O)COC(=O)/C=C/c2cccs2)c(=O)n(C)c1=O | 1 | 1 | -2.6 | 9 | -1.0 | -3 | 0 | 12 | 1.1 | -3.8
CN(CC(=O)Nc1cccc(F)c1)C(=O)CN1C(=O)NC2(CCCCC2)C1=O | 1 | 12 | -2.4 | -8 | 5.7 | 1 | -3 | 21 | 3.2 | -3.0
O=C(CN1CCN(C(=O)C2CCN(C(=O)/C=C/c3ccccc3)CC2)CC1)Nc1ccccc1Cl | 2 | 10 | / | 4 | / | 1 | 12 | -1 | 1.2 | -0.1
CCOc1cc2c(C#N)c(N3CCCC3)nc(N)c2c(N)n1 | -12 | -9 | 0.9 | -6 | 4.7 | 2 | 4 | 4 | 2.0 | -3.1
Cc1c(NC(=O)N(C)c2ccccc2)c(=O)n(-c2ccccc2)n1C | 8 | -2 | 0.0 | 7 | 3.2 | 3 | -1 | -9 | 4.4 | 0.3
N/C(=N\OC(=O)CCc1ccccc1)c1ccc(Br)cc1 | -5 | 3 | 0.6 | -6 | 0.9 | -20 | 5 | 17 | 1.8 | -0.6
Cn1c(=O)c2c(nc(SCCN3CCOCC3)n2Cc2ccccc2)n(C)c1=O | -14 | -2 | -0.9 | 0 | 3.1 | -2 | / | 16 | 1.8 | -0.7
O=C(NCc1ccco1)c1ccc(N2CCCC2=O)cc1 | -8 | 3 | -0.1 | -2 | 0.3 | -4 | -2 | -7 | 1.7 | -1.3
CC(C)c1ccc(NC(=O)C2C3C=CC4(O3)C2C(=O)N(CCCN2CCOCC2)C4C(=O)NC2CCCCC2)cc1 (stereo unspecified) | -3 | -12 | -1.9 | -9 | 2.2 | -1 | -2 | 13 | -1.2 | -1.8
C[C@@H]1CN([C@H](C)CO)C(=O)c2cc(NS(=O)(=O)c3cn(C)cn3)ccc2O[C@H]1CN(C)C(=O)Nc1ccccc1 | -7 | 1 | -1.3 | 2 | -0.1 | -3 | 0 | -24 | 4.0 | -1.1
COc1cc2c(cc1OC)C(C)N(C(=O)c1cc3ccccc3o1)CC2 (stereo unspecified) | 11 | 10 | -1.4 | 9 | 1.6 | -8 | -2 | 11 | 2.7 | -2.5
O=C(CCn1c(=O)[nH]c2ccsc2c1=O)NCc1ccc(F)cc1 | -1 | -8 | 3.5 | -1 | 0.4 | -3 | -1 | -2 | 1.1 | -1.2
O=C(Nc1cccc(Cl)c1Cl)c1ccccc1NC(=O)C1CC=CCC1C(=O)O (stereo unspecified) | -12 | -3 | / | -10 | / | 3 | -3 | / | 0.6 | -2.6
COc1ccc(N(C)S(=O)(=O)c2cccc3cccnc23)c(OC)c1 | 0 | -10 | 1.9 | -6 | 0.3 | 1 | -1 | -10 | 1.9 | -1.5
O=C(NCCCN1CCCC1=O)NC1CCCCC1 | -11 | 5 | -1.9 | 0 | 0.2 | 0 | 0 | 66 | 1.7 | -0.3
COC(=O)c1cc(C(=O)OC)n(Cc2ccc(C)cc2)c1C | -11 | 6 | 2.5 | -19 | -0.7 | -6 | 2 | -33 | 0.7 | -1.3
COc1cccc(CN2CCN(Cc3ccon3)CC2CCO)c1 (stereo unspecified) | -17 | 0 | -1.3 | -8 | 5.9 | -2 | -3 | 21 | 5.7 | -0.3
CCOc1ccccc1N1CCN(C(=O)c2cccc(S(=O)(=O)N3CCOCC3)c2)CC1 | -12 | 0 | -0.7 | -9 | -0.7 | -1 | -1 | 13 | 1.2 | -1.1
O=C(Cn1cc(C(F)(F)F)cc(Cl)c1=O)Nc1cccc(Cl)c1 | -9 | -8 | -1.2 | 3 | 3.5 | -8 | -3 | -12 | 4.0 | -0.7
O=C(O)c1cn(Cc2ccccc2Cl)c2ccc(S(=O)(=O)N3CCOCC3)cc2c1=O | -14 | 2 | 1.4 | 6 | 4.0 | -1 | 2 | 14 | 2.1 | -0.9
Cn1c(=O)c2c(ncn2CC(=O)N2CCN(c3ccccc3F)CC2)n(C)c1=O | -3 | -2 | 0.7 | -12 | 0.9 | -1 | / | 2 | 2.7 | 0.3
COc1ccc(NC(=O)CSc2n[nH]c(CNc3cccc(C)c3)n2)cc1 | 11 | 14 | -0.9 | 11 | 1.3 | -4 | 1 | 0 | 0.6 | -2.0
CC1CN(c2oc(-c3ccco3)nc2S(=O)(=O)c2ccccc2)CC(C)O1 (stereo unspecified) | -8 | 9 | -0.9 | 3 | 4.7 | 3 | / | -3 | 1.0 | 0.4
Cc1ccc(NC(=O)CCC(=O)O)cc1F | -12 | -7 | -1.5 | 1 | -0.8 | -1 | 0 | 6 | 4.4 | 0.5

Four entries from above in another layout:
smiles	PvdQ inh	Tat export inh	E coli growth	Rtt109 HAT inh	AddAB inh	DAGLB inhibitor	Wnt bcat act	PfHsp90 yeast 2	phage Ecoli inh	CAL PDZ inh
COC(=O)c1cc(C(=O)OC)n(Cc2ccc(C)cc2)c1C	-11	6	2.5	-19	-0.7	-6	2	-33	0.7	-1.3
O=C(CCn1c(=O)[nH]c2ccsc2c1=O)NCc1ccc(F)cc1	-1	-8	3.5	-1	0.4	-3	-1	-2	1.1	-1.2
COc1ccc(CNC(=O)C2CCN(C(=O)N(C)C)CC2)c(OC)c1	0	-3	1.3	9	1.1	3	2	24	/	-2.4
S=c1[nH]nc(Nc2cccc3ccccc23)s1	-11	-6	-0.2	-6	1.9	/	2	-16	2.4	-1.2
